COUP-TFII inh – NR2F2 (human) inhibition, primary screen | 370,000 tested, 0.7% active | HEK293T NGFI-A luciferase reporter, luminescence | AID 686940 | inhibition, % at 8.6 µM;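 active = inhibition above a per-plate cutoff, mean inhibition of test wells between control levels plus 3 SD, cut at about 38% in these data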;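 also: cells cotransfected with COUP-TFII expression vector driving the NGFI-A reporter; 0% = median of COUP-TF2 test wells and 100% = reporter-only cells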
Target sequence (P24468 whole entry, looked up): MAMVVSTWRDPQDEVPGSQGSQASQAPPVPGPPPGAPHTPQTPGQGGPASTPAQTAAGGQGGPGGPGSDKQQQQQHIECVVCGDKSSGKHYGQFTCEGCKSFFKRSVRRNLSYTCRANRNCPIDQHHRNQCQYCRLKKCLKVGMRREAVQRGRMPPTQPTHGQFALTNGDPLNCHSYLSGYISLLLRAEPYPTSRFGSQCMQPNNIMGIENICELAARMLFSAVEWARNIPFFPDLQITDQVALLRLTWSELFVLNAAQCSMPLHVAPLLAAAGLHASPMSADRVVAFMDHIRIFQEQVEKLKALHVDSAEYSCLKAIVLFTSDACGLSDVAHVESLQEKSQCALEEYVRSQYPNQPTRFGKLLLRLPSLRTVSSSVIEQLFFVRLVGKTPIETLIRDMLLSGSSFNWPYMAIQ
KKLEB tox – reduces viability of KKLEB cystic fibrosis airway cells; KKLEB CF airway cells viability, ATPlite luminescence, overnight; stronger effect = lower value; cells stimulated with P. aeruginosa culture filtrate; activity change (cytotoxicity), % at 5 µM; 360,000 tested, 0.36% active;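 active = corrected activity change at or below -50% at 5 µM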
TRAIL sens C8 – sensitizes caspase-8 expressing cells to TRAIL; NB7+C8 cells + TRAIL, ATPlite viability luminescence; inhibition (viability loss, TRAIL sensitization), % at 10 µM; 360,000 tested, 1% active; AID 624354;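 active = compounds causing at least 50% loss of cell viability in the single-dose screen, relative to plate controls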
Shn3 inh set2 – reduces Shn3 3'UTR luciferase signal in osteoblasts; 360,000 tested, 0.52% active; Clone20 osteoblast Shn3 3'UTR firefly luciferase, 24 h; AID 588674; inhibition, % at 12.5 µM;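 active = mean inhibition of at least 75% with every replicate also reaching 75%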;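 also: 0% = median of neutral control wells and 100% = pilot-screen positive control compound; some compounds past the cut are filed as inactive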
LMP1 NFkB inh – reduces LMP1-driven NF-kappaB luciferase signal | LMP1-induced NF-kappaB luciferase reporter cells, luminescence | inhibition, % at 12.5 µM | 350,000 tested, 0.69% active; in the data active = inhibition above about 41%;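 also: 0% = neutral control wells and 100% = reference inhibitor control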
NR5A2 inv ag – NR5A2 inverse agonism in reporter assay. 360,000 tested, 0.13% active. HEK293T StAR-luciferase reporter, LRH-1 transfected, 24 h. O00482. inhibition, % at 3.6 µM;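 active = inhibition above the mean inhibition of all tested compounds plus 3 SD, cut at about 73% in these data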;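 also: 0% = DMSO wells and 100% = reporter-only cells lacking LRH-1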
Target sequence (O00482 whole entry, looked up): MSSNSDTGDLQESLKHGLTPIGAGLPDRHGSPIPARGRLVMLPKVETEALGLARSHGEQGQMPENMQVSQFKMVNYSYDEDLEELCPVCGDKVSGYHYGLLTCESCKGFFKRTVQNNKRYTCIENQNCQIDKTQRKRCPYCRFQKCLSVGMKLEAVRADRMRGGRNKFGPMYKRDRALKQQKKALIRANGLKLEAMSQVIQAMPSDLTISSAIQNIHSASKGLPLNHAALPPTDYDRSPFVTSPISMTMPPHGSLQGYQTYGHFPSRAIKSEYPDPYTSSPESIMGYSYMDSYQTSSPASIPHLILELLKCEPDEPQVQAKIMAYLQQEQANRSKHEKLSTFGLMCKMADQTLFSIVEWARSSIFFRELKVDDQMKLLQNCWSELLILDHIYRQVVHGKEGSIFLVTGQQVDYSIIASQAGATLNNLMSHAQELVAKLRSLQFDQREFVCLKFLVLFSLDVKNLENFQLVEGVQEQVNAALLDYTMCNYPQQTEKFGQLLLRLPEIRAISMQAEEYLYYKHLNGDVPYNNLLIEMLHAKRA
TWEAK-Fn14 inh – blocks TWEAK-Fn14 interaction in a reporter cell assay; TWEAK-stimulated Fn14 reporter cells, luciferase luminescence, 8 h; inhibition, % at 10 µM; 360,000 tested, 2% active; in the data active = inhibition above about 50%
CF NFkB inh – blocks PAF-induced NF-kB reporter in cystic fibrosis cells | inhibition, % at 5 µM | KKLEB NF-kB-GFP reporter, GFP fluorescence overnight | 360,000 tested, 0.86% active;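 active = at least 50% inhibition at 5 µM, scaled per plate between neutral and stimulator controls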;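 also: PAF is a Pseudomonas aeruginosa culture filtrate used as stimulus; plate controls were PAF-stimulated DMSO wells for no effect and unstimulated DMSO wells for full effect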
SRC3 inh – inhibitors of human steroid receptor coactivator 3 (SRC3); HEK293 GAL4-SRC3 luciferase reporter, luminescence; inhibition, % at 3.6 µM; 360,000 tested, 0.17% active; AID 588352;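 active = inhibition above a per-campaign cutoff, the mean of all compounds plus 3 SD, cut at about 60% in these data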;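 also: 0% = DMSO-treated cells and 100% = gossypol-treated cells at 36 µM; higher means less SRC3-driven luciferase light from the GAL4 reporter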
SRC1 inh – inhibits human SRC1 coactivator; inhibition, % at 3.6 µM; HEK293 GAL4-SRC1 luciferase reporter, luminescence; AID 588354; Q15788; 360,000 tested, 0.12% active;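 active = inhibition above the campaign mean plus 3 SD, with each screening campaign given its own cutoff, cut at about 60% in these data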;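 also: 0% = DMSO treated cells and 100% = gossypol at 36 µM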
TROY NFkB inh – blocks TROY-dependent signaling in reporter cells; inhibition, % at 10 µM; Q293 LMP1-TROYcd NF-kB luciferase reporter, 4 h; 360,000 tested, 0.98% active; AID 1347056;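 active = compounds whose plate-normalised and pattern-corrected inhibition of the luciferase reporter signal at the single screening dose is 50% or more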
An asterisk follows results filed as active; . = not tested or not shown.

SMILES	COUP-TFII inh	KKLEB tox	TRAIL sens C8	Shn3 inh set2	LMP1 NFkB inh	NR5A2 inv ag	TWEAK-Fn14 inh	CF NFkB inh	SRC3 inh	SRC1 inh	TROY NFkB inh
C[C@H](NC(=O)Nc1cccc(C(F)(F)F)c1)C(=O)O	11	8	1	2	-2	-10	-6	-4	-8	-5	8
CC(=O)c1cccc(NC(=O)CCn2c(=O)oc3ccccc32)c1	-17	-2	24	-6	5	7	-18	-5	1	10	-5
CCc1ccccc1NC(=O)c1cc2ncc(Br)cn2n1	-9	3	-11	-10	-4	6	-22	-4	-18	-13	-22
Cn1c(SCC(=O)NCc2ccco2)nnc1-c1cccs1	-8	-14	-4	9	5	-14	2	8	15	-4	-12
Fc1ccccc1C1CC(c2ccco2)=Nc2ccccc2S1 (stereo unspecified)	-12	3	-45	-64	-46	-32	53*	4	-44	-53	43
c1ccc(CNCc2ccc3c(c2)OCO3)nc1	-4	-6	-1	4	-18	12	-1	14	3	-15	-10
CC1=C(C(=O)Nc2ccccc2C(=O)NC2CCCCC2C)SCCO1 (stereo unspecified)	21	-8	-7	7	8	17	-10	11	-5	17	-7
CCCn1cc(S(=O)(=O)c2ccc(OC)cc2)c(=O)c2cc(OCC)ccc21	6	-5	2	11	10	-4	-4	0	8	-58	-4
COc1cccc(C(=O)NCCN2CCC(n3c(=O)[nH]c4ccccc43)CC2)c1	12	.	-22	.	.	-37	-10	.	.	.	5
COc1cc(C)nc(OCCNS(=O)(=O)c2cc(C)ccc2C)n1	0	-4	1	6	-2	-2	0	2	-1	2	12
CC(C)c1ccc(NC(=O)c2ccc3c(c2)C(=O)N(Cc2cccnc2)C3=O)cc1	29	12	31	9	6	-7	8	-18	-15	-67	7
Cn1c(=O)oc2cc(S(=O)(=O)N3CCC(C(=O)NCCc4ccccc4)CC3)ccc21	8	-9	6	3	2	0	3	-1	15	13	11
Cc1ccc(S(=O)(=O)N2Cc3ccccc3CC2C(=O)Nc2cc(C)on2)cc1 (stereo unspecified)	0	-3	0	5	3	-23	12	15	-1	-15	-20
C#CCOCCOCCOCCNc1nc(N2CCN(C(=O)Cn3cc(CCCN=C(N)N)nn3)CC2)nc(N2CCN(C(=O)[C@H](CCCCN)n3cc(CCC(=O)O)nn3)CC2)n1	-7	2	13	-4	9	2	11	-12	-13	3	5
Cc1ccc(NC(=S)NC(NC(=O)c2ccccc2C)C(Cl)(Cl)Cl)c(C)c1 (stereo unspecified)	18	2	5	9	7	-11	-6	18	12	-8	16
Cc1ccccc1-c1nnc(SCc2ccccc2)o1	-38	-7	34	-32	-41	-97	-12	-32	-63	-92	-21
CC(=O)OCC1OC(n2ccc(=O)[nH]c2=O)C(O)C1O (stereo unspecified)	-24	6	-13	8	7	2	-1	10	4	4	-10
CC(C)NC(=O)Cn1c(SCC(=O)N2CCc3ccccc3C2)nc2ccccc21	6	-12	6	-12	-5	-1	10	8	3	-24	-13
Cc1ccc(OCC(=O)N2CCN(S(=O)(=O)c3ccccc3)CC2)c([N+](=O)[O-])n1	-10	-6	1	2	5	-7	-10	4	-5	-10	-1
COc1ccc(/C=C/C(=O)OCC(=O)N(C)c2c(N)n(Cc3ccccc3)c(=O)[nH]c2=O)cc1OC	5	-31	-5	-11	1	-15	-8	12	0	1	9
CCCN1CCN(CCCNC(=O)c2cc3c(=O)n(C)c4ccccc4c3n2C)CC1	-67	19	2	2	-29	-44	-14	-73	-16	-6	-14
O=C(CN1CCN(Cc2ccccc2)CC1)Nc1ccc(S(=O)(=O)N2CCOCC2)cc1	9	1	-8	9	0	-28	6	-7	18	-5	15
Cc1ccccc1-c1oc(C)c(C)[n+]1[O-]	2	2	-4	2	1	-9	20	0	-10	-5	10
COc1cccc(N2CCN(C(=O)c3cccc(NC4=NC5CS(=O)(=O)CC5S4)c3)CC2)c1 (stereo unspecified)	5	6	5	-24	1	-6	2	-7	-8	-9	-12
CCOC(=O)C1=CCN(S(=O)(=O)c2cccc(Cl)c2)C1c1ccccc1 (stereo unspecified)	3	-12	8	-3	.	7	-17	-10	17	9	15
O=C(CCC1CCCN(C(=O)Cc2ccc(F)cc2)C1)N1CCN(c2ccccn2)CC1 (stereo unspecified)	5	4	8	8	7	5	-3	12	3	-7	16
O=C(Nc1nnc(SCc2cccnc2)s1)C1CC(=O)N(c2ccc(F)cc2)C1 (stereo unspecified)	14	29	-29	-5	-4	-15	1	-24	12	-29	-8
CN(Cc1nccn1C)C(=O)c1cc(COc2ccc3ncccc3c2)on1	26	4	-1	85	6	19	16	-6	14	3	-3
O=C(COC(=O)C1CC2CCCC(C1)C2=O)NC(=O)c1ccccc1 (stereo unspecified)	-14	8	10	14	-1	-1	-14	-10	0	5	4
Cc1c(Cl)ccc2sc(NC(=O)C3CC3)nc12	-10	-1	0	-19	-8	-22	28	-1	5	-7	-50
C/C(=N\NC(=O)CN1CCN(Cc2ccccc2)CC1)c1ccncc1	17	-2	-1	4	-2	-1	10	10	3	-21	-11
Cc1cc(C)c(N=C2CCCN2Cc2ccccc2)c(C#N)c1	23	-4	-4	2	-1	17	-8	0	9	-5	3
CC1CCCC(NC(=O)COC(=O)c2cccc(NS(=O)(=O)/C=C/c3ccccc3)c2)C1C (stereo unspecified)	-4	-4	7	10	-1	-15	13	4	-9	6	25
O=C(NCCc1ccc(Cl)cc1)C1CCN(S(=O)(=O)c2ccc(-n3cnnn3)cc2)CC1	18	-7	-4	1	-17	4	5	3	3	6	8
CCN(CC(=O)N1CCOCC1)S(=O)(=O)c1ccccc1	6	2	4	-12	-4	-16	21	34	-5	-62	14
COCCCNC(=O)c1ccc2c(c1)nc(C)n2-c1cccc(C)c1	-6	-1	-12	-4	4	-11	-15	-1	1	-9	-1
CC1CCCCC1NC(=O)CSc1nc2ccccc2[nH]1 (stereo unspecified)	13	0	-4	2	-1	-7	45	-16	-22	8	-24
C[C@@H]1C[C@H]2[C@@H]3CCC4=CC(=O)C=C[C@]4(C)[C@@]3(F)[C@@H](O)C[C@]2(C)[C@@]1(O)C(=O)COP(=O)(O)O	-17	-39	4	1	6	-31	-22	67*	-60	-21	16
O=C(Nc1cccc(S(=O)(=O)C(F)F)c1)c1ccc(S(=O)(=O)N2CCOCC2)cc1	0	16	21	3	2	7	14	-3	-8	-7	2
Cc1sc2nc(CSCC(=O)Nc3ccc(OC(F)F)cc3)[nH]c(=O)c2c1C	13	10	-4	-4	2	5	11	-21	0	-4	-55

A draw from above in order of formula weight, falling.
SMILES	COUP-TFII inh	KKLEB tox	TRAIL sens C8	Shn3 inh set2	LMP1 NFkB inh	NR5A2 inv ag	TWEAK-Fn14 inh	CF NFkB inh	SRC3 inh	SRC1 inh	TROY NFkB inh
COc1cccc(N2CCN(C(=O)c3cccc(NC4=NC5CS(=O)(=O)CC5S4)c3)CC2)c1 (stereo unspecified)	5	6	5	-24	1	-6	2	-7	-8	-9	-12
CC1CCCC(NC(=O)COC(=O)c2cccc(NS(=O)(=O)/C=C/c3ccccc3)c2)C1C (stereo unspecified)	-4	-4	7	10	-1	-15	13	4	-9	6	25
O=C(Nc1cccc(S(=O)(=O)C(F)F)c1)c1ccc(S(=O)(=O)N2CCOCC2)cc1	0	16	21	3	2	7	14	-3	-8	-7	2
O=C(CN1CCN(Cc2ccccc2)CC1)Nc1ccc(S(=O)(=O)N2CCOCC2)cc1	9	1	-8	9	0	-28	6	-7	18	-5	15
O=C(Nc1nnc(SCc2cccnc2)s1)C1CC(=O)N(c2ccc(F)cc2)C1 (stereo unspecified)	14	29	-29	-5	-4	-15	1	-24	12	-29	-8
CCCN1CCN(CCCNC(=O)c2cc3c(=O)n(C)c4ccccc4c3n2C)CC1	-67	19	2	2	-29	-44	-14	-73	-16	-6	-14
CCOC(=O)C1=CCN(S(=O)(=O)c2cccc(Cl)c2)C1c1ccccc1 (stereo unspecified)	3	-12	8	-3	.	7	-17	-10	17	9	15
CN(Cc1nccn1C)C(=O)c1cc(COc2ccc3ncccc3c2)on1	26	4	-1	85	6	19	16	-6	14	3	-3
C/C(=N\NC(=O)CN1CCN(Cc2ccccc2)CC1)c1ccncc1	17	-2	-1	4	-2	-1	10	10	3	-21	-11
O=C(COC(=O)C1CC2CCCC(C1)C2=O)NC(=O)c1ccccc1 (stereo unspecified)	-14	8	10	14	-1	-1	-14	-10	0	5	4
COCCCNC(=O)c1ccc2c(c1)nc(C)n2-c1cccc(C)c1	-6	-1	-12	-4	4	-11	-15	-1	1	-9	-1
CCN(CC(=O)N1CCOCC1)S(=O)(=O)c1ccccc1	6	2	4	-12	-4	-16	21	34	-5	-62	14
Cc1cc(C)c(N=C2CCCN2Cc2ccccc2)c(C#N)c1	23	-4	-4	2	-1	17	-8	0	9	-5	3
Cc1c(Cl)ccc2sc(NC(=O)C3CC3)nc12	-10	-1	0	-19	-8	-22	28	-1	5	-7	-50

The listing continues:
SMILES	COUP-TFII inh	KKLEB tox	TRAIL sens C8	Shn3 inh set2	LMP1 NFkB inh	NR5A2 inv ag	TWEAK-Fn14 inh	CF NFkB inh	SRC3 inh	SRC1 inh	TROY NFkB inh
COc1cc2c(cc1NC(=O)CN1CCN(S(=O)(=O)c3ccccc3F)CC1)oc1ccccc12	5	-40	21	5	10	-17	-36	55*	24	12	2
Cc1cc(=O)[nH]c(SCC(=O)Nc2nc3ccccc3s2)n1	9	4	-3	-8	1	1	7	-6	8	-4	25
CC(C)c1nc(SCC(=O)NC2CCCCC2)c2ccccc2n1	10	-2	-3	23	0	7	41	18	-13	-6	18
CCCCC(=O)Nc1nc2c(OC)ccc(OC)c2s1	22	7	0	-2	-7	-18	-7	-6	2	-10	7
CCN(CC)S(=O)(=O)c1ccc(NC(=O)COc2nc3ccccc3nc2N2CCOCC2)cc1	0	16	-7	21	11	10	-19	-26	-1	-12	0
COc1ccc(CN2CCNC(=O)C2CC(=O)NCc2csc(C)n2)c(F)c1 (stereo unspecified)	26	-7	-29	1	4	22	1	-3	8	9	-15
COC(=O)c1c(C)oc(C)c1S(=O)(=O)NC(C)(C)C	13	8	2	-13	5	14	-13	-2	21	-57	-23
CC1(C)CC(=O)C(C(c2cccnc2)C2C(=O)CC(C)(C)CC2=O)C(=O)C1	-8	3	-8	-20	-6	-19	6	-11	-13	2	-12
CCN1C(=O)/C(=C/c2ccc(C)s2)SC1=Nc1ccc(OC)cc1	0	-16	15	-2	0	-10	5	30	11	0	3
Cc1ccc(CSc2nnc(SCC(=O)N/N=C/c3c(C)nn(-c4ccccc4)c3C)s2)cc1	-7	-4	3	-20	0	-61	20	-12	-33	-31	-19
COc1c(F)c(F)c(C(=O)Nc2ccccc2N2CCN(C(=O)C(C)C)CC2)c(F)c1F	1	6	-10	1	1	21	-13	-10	18	-10	-1
COc1ccc(CCN(C(=O)c2cccc(F)c2)C2CC(=O)N(c3ccccc3)C2=O)cc1 (stereo unspecified)	3	1	1	12	-2	1	5	8	0	3	-11

Compound activity (PubChem)

The list is partial; count on the stated rates, not on these rows.
